# Compound activity deposited in PubChem by several laboratories.
# proCasp7 act: activates human procaspase-7, counter-screen for procaspase-3 activators; recombinant procaspase-7, Ac-DEVD-pNA absorbance 405 nm; D23A/D198A/D206A triple mutant, cannot self-cleave; scale: DMSO 0, 5 µM enzyme 100; activation, % at 8.5 µM; actives 0.093% (n = 330,000);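 active = percent activation above the screen-wide mean plus 3 SD, cut at about 25% in these data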
# Target sequence (P55210 whole entry D23A/D198A/D206A): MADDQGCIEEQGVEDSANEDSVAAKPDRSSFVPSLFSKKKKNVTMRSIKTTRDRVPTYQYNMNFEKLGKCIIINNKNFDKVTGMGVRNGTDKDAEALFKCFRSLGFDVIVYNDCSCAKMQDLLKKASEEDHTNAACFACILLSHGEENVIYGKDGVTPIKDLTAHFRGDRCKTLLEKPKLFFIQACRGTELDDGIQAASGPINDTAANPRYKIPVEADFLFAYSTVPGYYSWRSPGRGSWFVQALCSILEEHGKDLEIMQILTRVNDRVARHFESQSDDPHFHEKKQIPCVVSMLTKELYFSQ
#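 Assay system: Uncleavable procaspase-7 mutant enzyme / Input: 2 µM procaspase-7 mutant as dispensed / Dosing: single nominal 8.5 µM compound dose, 0.8% DMSO final / Timing: 1 h enzyme–compound preincubation and 2 h substrate reaction, both 25 °C / Detection: p-Nitroaniline absorbance at 405 nm, read at 0 and 120 min / Replication: singlicate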
# PP5 primary: PP5 (human) phosphatase inhibition; P53041; actives 0.18% (n = 320,000); purified PP5c, OMFP substrate fluorescence; AID 1987; inhibition, % at 6.7 µM;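 active = inhibition above the campaign's mean inhibition across all tested compounds plus 3 SD, cut at about 9.5% in these data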;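 also: 0% = DMSO only and 100% = 100 µM cantharidin control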
# Target sequence (P53041 whole entry, looked up): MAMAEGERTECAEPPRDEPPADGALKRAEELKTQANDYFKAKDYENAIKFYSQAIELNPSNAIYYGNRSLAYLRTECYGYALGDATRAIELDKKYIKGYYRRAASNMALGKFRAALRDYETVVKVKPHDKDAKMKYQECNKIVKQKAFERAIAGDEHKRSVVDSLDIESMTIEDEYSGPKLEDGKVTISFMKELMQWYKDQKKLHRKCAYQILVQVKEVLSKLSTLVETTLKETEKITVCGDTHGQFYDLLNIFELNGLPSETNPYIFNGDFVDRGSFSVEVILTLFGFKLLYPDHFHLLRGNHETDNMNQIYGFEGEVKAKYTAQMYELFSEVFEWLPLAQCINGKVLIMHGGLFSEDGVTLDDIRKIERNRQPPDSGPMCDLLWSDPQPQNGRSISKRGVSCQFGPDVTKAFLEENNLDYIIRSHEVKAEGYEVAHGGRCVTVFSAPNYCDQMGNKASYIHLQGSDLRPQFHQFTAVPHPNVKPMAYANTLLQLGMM
# PP1 inh: counter-screen for PP5 inhibitors: inhibitors of human PP1-alpha; P62136; purified PP1alpha, OMFP fluorescence; inhibition, % at 6.7 µM; actives 0.9% (n = 320,000); AID 2235;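 active = inhibition above the mean inhibition of all tested compounds plus 3 SD, computed separately for each screening campaign, cut at about 15% in these data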
# TPT1 inhibitor: inhibitors of Candida albicans tRNA 2'-phosphotransferase TPT1. inhibition, % at 5 µM. AID 1962. recombinant caTPT1, FP RNA substrate dephosphorylation. actives 0.81% (n = 300,000);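 active = inhibition above the mean of all tested compounds plus 3 SD, set per screening campaign, cut at about 24% in these data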;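 also: plate controls were DMSO alone for no effect and ferristatin control at 100 nM for full effect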
# HCV core dimer: blocks dimerization of HCV core protein; TR-FRET GST/Flag-core106 dimerization, 1536-well; inhibition, % at 5 µM; actives 0.33% (n = 300,000);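 active = inhibition above the mean of all tested compounds plus 3 SD, set per screening campaign, cut at about 45% in these data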
#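 Assay system: tagged HCV core106 pair (GST and Flag); medium: KF-containing HEPES buffer, pH 7.45, DTT, CHAPS, BSA; also added: Eu donor and XL665 acceptor anti-tag antibodies; dosing: 5 µM single dose; timing: compound-protein-antibody incubation 4 h at 22.5 °C; signal: TR-FRET 671 and 617 nm emission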
# proCasp3 act: activates human procaspase-3. P42574. recombinant procaspase-3 D3A, Ac-DEVD-pNA absorbance 405 nm. activation, % at 8.5 µM. actives 0.11% (n = 330,000). AID 463141;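 active = activation above the mean of all tested compounds plus 3 SD, cut at about 21% in these data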;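 also: 0% = DMSO alone and 100% = DMSO wells spiked with extra 5 µM PC-3 D3A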
#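 Assay system – Procaspase-3 D3A mutant · Benchmarks – DMSO low control, extra-enzyme high control · Technique – 405 nm absorbance of p-nitroaniline, reads at 0 and 120 min · Doses – 8.5 µM nominal · Measure – % activation between DMSO and enzyme-spiked controls · Also added – Ac-DEVD-pNA chromogenic peptide substrate · Schedule – 1 h compound preincubation, 2 h substrate hydrolysis at 25 °C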
# Efflux pump mplx: inhibitors of Candida antifungal efflux pumps expressed in yeast. S. cerevisiae Candida pump triplex, Nile Red efflux. inhibition, % at 10 µM. actives 0.44% (n = 330,000);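 active = plate passing quality check with inhibition over a set limit, or well fluorescence over plate mean plus 4 SD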;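 also: Nile Red retained in pooled yeast measured as flow cytometry median fluorescence; 0% = buffer negative control and 100% = Enniatin B positive control; higher means more Nile Red kept so more efflux inhibition; some compounds called inactive have numbers as strong as hits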
# GASC-1 inh: inhibitors of human GASC-1 (JMJD2C) demethylase | Q9H3R0 | GST-JMJD2C(1-420) H3K9me3 demethylation, DELFIA europium | inhibition, % at 2.35 µM | actives 0.069% (n = 330,000) | AID 2099;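 active = more than half of a compound's replicate wells show inhibition beyond 50%, single wells judged on their own value; inconclusive = some, but no more than half, of replicates pass 50% inhibition; inactive = no replicate passes 50% inhibition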;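 also: signal counts dimethyl H3K9 product captured on neutravidin plate; 0% = median of DMSO wells and 100% = 0.3 times that DMSO median; strong numbers were not always called active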
# CTSL1 counter: counter-screen for PFM18AAP inhibitors: inhibitors of F. hepatica cathepsin L1; recombinant F. hepatica cathepsin L1, Z-Leu-Arg-MCA fluorescence; AID 1906; inhibition, % at 5.96 µM; actives 0.49% (n = 300,000);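 active = inhibition above the mean of all tested compounds plus 3 SD, set per screening campaign, cut at about 17% in these data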;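 also: 0% = plate median of test compound wells and 100% = 1 µM Z-Phe-Ala-diazomethylketone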
# * marks the source's active call; other numbers are inactive results; ? = inconclusive; / = no result given.
canonical_smiles	proCasp7 act	PP5 primary	HCV core dimer	TPT1 inhibitor	PP1 inh	GASC-1 inh	CTSL1 counter	proCasp3 act	Efflux pump mplx
Cc1ccc(/C=C/C(=O)NC2CCS(=O)(=O)C2)cc1 (configuration not stated)	12	-2.7	-2	1	4	1	-10	1	0.1
CN(CC(=O)Nc1cc(S(=O)(=O)N2CCOCC2)ccc1Cl)C1CCS(=O)(=O)C1 (configuration not stated)	-7	0.3	-6	4	-10	4	-1	-9	0.2
COc1ccc(N2C(=O)C(CC(N)=O)N(NC(=O)CCc3ccccc3)C2=O)cc1 (configuration not stated)	-5	-0.6	-1	-6	-5	0	3	0	-0.3
Cc1ccc(-c2csc(NC(=O)c3ccno3)n2)cc1	-5	0.2	62*	10	5	-9	2	-10	0.1
C/C(=N\NC(N)=O)c1ccccc1Cl	-3	0.0	-10	-5	-1	0	-3	7	-0.1
CCOc1ccc(N(C)C(=O)CCc2nnc3ccc(NCc4ccco4)nn23)cc1	-3	1.4	13	4	2	8	2	4	0.0
O=C(CC1Nc2ccccc2NC1=O)NCCCN1CCCCCC1 (configuration not stated)	12	2.3	-5	-2	-2	-1	-2	-2	0.0
CC(C)Oc1ccc(-c2nn(-c3ccccc3)cc2/C=c2\sc3ncnn3c2=O)cc1	3	-0.5	-1	-2	3	/	0	17	0.9*
O=C1CC(C(=O)N2CCN(c3ccccc3Cl)CC2)CN1Cc1ccccc1 (configuration not stated)	6	3.0	/	/	0	5	/	12	0.2
O=C(CCN1C(=O)c2cccc([N+](=O)[O-])c2C1=O)Nc1nccs1	0	-0.8	-2	1	0	193	-5	7	0.2
Cc1ccc(C(=O)N/C(=C/c2ccc(F)cc2)C(=O)NCc2ccncc2)cc1	-2	4.2	-4	2	-6	-1	-1	-1	0.1
Cc1nn(Cc2cccc(C(=O)NN)c2)c(C)c1Cl	5	1.5	-3	1	-4	7	-7	4	0.1
Cc1ccc(C2=NC3(CCCC3)N=C2SCC(=O)Nc2ccc3c(c2)OCCO3)cc1	-11	1.1	6	1	0	0	0	5	-0.3
CCc1ccccc1NC(=O)CNC(=O)CCc1nc2sc3c(c2c(=O)[nH]1)CCCC3	7	1.7	10	3	-1	-7	6	-4	0.2
COc1ccc(CCNC(=O)Cn2c(=O)n(-c3ccc(F)cc3F)c(=O)c3sccc32)cc1OC	6	0.3	-3	-3	-2	3	-1	5	-0.4
CCOC(=O)c1cn(-c2ccccc2)nc1-c1cccnc1	1	1.6	1	-1	-1	5	5	6	0.1
Cc1c(C(=O)Nc2ccc(Cl)cc2)c2ccccn2c1C(=O)c1ccc([N+](=O)[O-])cc1	-1	1.9	40	-6	0	14	1	0	-0.1
Cc1ccccc1-n1nnnc1SCC(=O)c1c(N)n(C)c(=O)n(C)c1=O	4	0.1	-6	0	-4	8	-2	-3	-0.2
CCOC(=O)C1=C(C)NC(=S)NC1c1ccc(-c2ccc(Cl)cc2)o1 (configuration not stated)	-26	4.8	24	-1	4	-96	1	-19	0.0
COc1ccc(CC(=O)Nc2ccc(-c3noc(COc4ccccc4C)n3)cc2)cc1	-7	0.4	20	8	8	0	-4	7	0.1
Cc1ccccc1C(=O)N1CCCC(N2CCN(Cc3ccc4c(c3)OCO4)CC2)C1 (configuration not stated)	10	1.6	-15	-1	-4	2	-1	0	0.1
COc1cccc(CN2CC(C(=O)N3CCCCCCC3)CCC2=O)c1 (configuration not stated)	-1	1.8	8	-3	-1	20	-2	2	0.1
NNC(=S)NCc1ccco1	-10	-0.9	-2	1	3	17	4	-8	0.1
COc1cc2nc(N(CCCN(C)C)C(=O)c3ccc(S(=O)(=O)N(C)C4CCCCC4)cc3)sc2cc1OC	3	2.5	0	-1	0	2	5	-6	0.4
O=C(CN1C(=O)C(=O)N(Cc2ccco2)C1=O)c1c[nH]c2ccccc12	-6	-0.7	5	3	-5	1	-3	-4	0.1
Cc1sc2ncn(CC(=O)NCCCN3CCC(C)CC3)c(=O)c2c1S(=O)(=O)N1CCC(C)CC1	9	3.3	-1	2	1	-9	2	6	0.3
CC(C)(C)NCC(O)c1cc(O)cc(O)c1 (configuration not stated)	8	1.2	-1	0	-1	-13	1	6	0.0
CCC(C(=O)NCCCN1CCN(CC)CC1)n1nc(C)n2c(cc3occc32)c1=O (configuration not stated)	-7	-0.6	0	-2	4	10	-1	-2	0.1
O=C(N/N=C/C(Br)=C\c1ccccc1)c1ccco1	7	2.2	-1	-3	0	3	1	-5	0.0
O=C(Nc1ccc2nc3ccccc3nc2c1)c1ccccc1	9	3.0	-15	4	-3	23	-3	13	-0.1
Cc1ccc(NC(=O)CCc2ccccc2)cc1S(=O)(=O)N1CCOCC1	1	/	/	/	/	-8	/	-4	0.0
Cc1cccc(N2CCN(S(=O)(=O)c3ccc4c(c3)CC(=O)N4C)CC2)c1C	12	0.7	35	2	18*	-7	-1	8	0.0
O=C(NCc1nc(-c2ccccc2)cs1)c1ccccc1	-16	-2.6	3	0	-8	-11	3	-6	0.3
COc1ccc(-c2nc(C#N)c(NCC3CCCO3)o2)cc1OC (configuration not stated)	1	-0.3	-2	-1	2	0	0	5	-0.1
C[C@H](NC(=O)c1ccco1)C(=O)Nc1nnc(SCc2ccccc2)s1	7	/	/	/	/	-3	/	2	0.2
COC(=O)c1ccc(-c2noc(CN3CCCC(CNC(C)=O)C3)n2)cc1 (configuration not stated)	11	-1.6	3	3	-2	-2	-2	5	-0.1
COC(C(=O)Nc1ccnn1C1CCN(Cc2ccc(CO)o2)CC1)c1ccccc1 (configuration not stated)	-10	-2.2	-6	3	-1	-5	2	-26	-0.1
CC(C)(C)c1ccc(-c2cnco2)cc1	6	0.8	-6	-3	0	-32	0	0	0.2
COc1cccc(NC(=O)C2CCN(c3ncccn3)CC2)c1	-8	-0.3	-12	-1	-1	-2	9	0	-0.1
CCOc1ccccc1CNCc1ccc(F)cc1	-5	1.3	-4	0	0	4	4	-4	-0.1
O=C(Nc1ccccn1)c1ccc2nc(-c3ccccc3)c(-c3ccccc3)nc2c1	4	0.7	4	-1	0	-21	-2	5	0.1
O=C(c1cccc(N2C(=O)C3C4C=CC(C4)C3C2=O)c1)N1CCN(c2ccccc2)CC1 (configuration not stated)	16	-0.7	-1	-1	1	-13	-1	-6	0.1
CCC(Oc1ccccc1)C(=O)Nc1nc2ccccc2[nH]1 (configuration not stated)	-8	4.0	-5	2	-11	3	-9	-9	0.4
CCC(CC)C(=O)NCCc1cc2ccc(OC)cc2[nH]c1=O	3	5.1	5	0	4	-1	1	-7	0.0
Cc1nn(-c2ccccc2)nc1C(=O)NNC(=O)c1ccc(C(F)(F)F)cc1	7	2.3	0	0	0	7	-3	-5	-0.1
O=C1NC2(CCCCC2)CO1	5	0.2	-14	-5	0	?	1	-11	-0.1
COc1ccc(CCN(C(=O)c2ccco2)C(C(=O)NC2CCCC2)c2ccncc2)cc1OC (configuration not stated)	-4	0.8	-9	2	-1	1	-3	2	-0.1
COc1ccc(C(=O)OCN2C(=O)c3ccccc3C2=O)cc1	-4	-4.5	-6	1	-8	3	3	0	-0.2
CNS(=O)(=O)c1cnccc1N1CCN(c2cccc(Cl)c2)CC1	11	2.5	-1	-4	2	-7	-2	4	0.4
O=C(O)Cn1cc(/C=c2/sc3nc4ccccc4n3c2=O)c2ccccc21	-25	0.8	-6	39*	2	-21	0	3	-0.1
Cc1ccc(-n2cc(CNCCc3cscn3)c(-c3ccc(F)cc3)n2)cc1	-7	1.6	-6	2	-1	22	-2	-1	0.1
O=C(Cn1nnc(-c2ccc(F)cc2)n1)Nc1cccc(S(=O)(=O)N2CCCC2)c1	0	2.2	/	/	5	7	/	2	0.0
O=c1[nH]c(CSc2nc3ccccc3s2)nc2cc(Cl)ccc12	-10	-1.3	29	18	6	8	-5	-15	0.3
CCN1CCN(CC(=O)Nc2ccc3c(c2)OCCO3)C(=O)C1=O	5	2.9	5	-1	1	-5	-3	11	0.4
O=C(CN1CCN(c2ccccc2O)CC1)NC(=O)NCc1ccccc1	9	-1.1	/	/	1	10	/	2	0.1
O=C(c1ccco1)N1CCN(C(=O)c2cc3cc([N+](=O)[O-])ccc3oc2=O)CC1	18	-2.4	-3	-2	8	-1	11	12	-0.1
CC(C)(C)C(=O)N(Cc1ccc(Cl)cc1)c1cnccn1	3	-0.8	7	-2	-1	6	0	6	0.1
CC(C)Cn1c(SCC#N)nc2ccccc2c1=O	13	3.5	6	0	-4	4	-4	0	0.0
O=C(C1CCN(S(=O)(=O)c2cccc3cccnc23)CC1)N1CCN(Cc2ccccc2)CC1	7	-0.2	5	-1	-7	/	-1	5	0.1
CCc1nc2ccccc2n1CC(O)COc1ccc(NC(C)=O)cc1 (configuration not stated)	9	0.1	-3	-8	0	-22	-1	-5	0.0

# Other records:
canonical_smiles	proCasp7 act	PP5 primary	HCV core dimer	TPT1 inhibitor	PP1 inh	GASC-1 inh	CTSL1 counter	proCasp3 act	Efflux pump mplx
CC(=O)C[C@H]1c2ccccc2S(=O)(=O)N1C1CCCCC1	1	-6.5	-23	2	2	19	5	-2	-0.1
Cc1cc(C)nc(NC2=NCCN2C(=S)Nc2c(C)cccc2C)n1	19	-0.8	5	-3	-3	19	-1	3	-0.2
CC(NC(=O)Cc1ccsc1)c1ccc(S(N)(=O)=O)cc1 (configuration not stated)	-2	-2.5	-4	1	1	15	-3	4	0.1
O=C(Nc1ccc2ccccc2c1)[C@@H]1C[C@H]1[C@@H](NP(=O)(c1ccccc1)c1ccccc1)c1ccccc1	-6	5.6	25	-2	7	3	-2	-6	0.0
CCCc1nnc(NC(=O)CS(=O)(=O)c2ccccc2)s1	-1	2.8	-11	-2	0	12	-2	6	0.1
CCN(CC)C(=O)NC1CCCCCCC1	-3	1.9	-3	1	-8	-1	-4	-2	0.0
COC(=O)c1sccc1NC(=O)c1ccc(OC)cc1	10	0.5	2	63*	2	0	2	0	-0.2
COc1cc(NC(=O)c2ccco2)c(OC)cc1NC(=O)CCC(=O)Nc1cc(C)ccc1C	17	-0.1	-1	-4	-1	/	5	-2	-0.5
